# SENP6 block: inhibitors of human SENP6 protease. Q9GZR1. Recombinant SENP6 catalytic domain, aminoluciferin luminescence. inhibition, % at 10 µM. 330,000 tested, 1.8% active. AID 2599;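 active = inhibition above about 50% at the single tested dose, limit read from the data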;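 note: plate controls were DMSO wells with enzyme for no effect and DMSO wells lacking enzyme for full effect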
# NLRP3 yeast inh: NALP3 inhibition in yeast | Yeast reconstituted NLRP3/ASC/caspase-1, beta-gal luminescence, 24 h | AID 2825 | 330,000 tested, 0.39% active | inhibition, % at 10 µM;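 active = inhibition of 50% or more; inactive = inhibition below 50%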;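 note: plate controls were induced DMSO wells for no effect and uninduced yeast grown without galactose for full effect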
# SENP1 inh: inhibitors of human SENP1 SUMO protease catalytic domain | Q9P0U3 | inhibition, % at 10 µM | 360,000 tested, 0.21% active | recombinant SENP1 catalytic domain, CyPet-SUMO1-YPet FRET cleavage;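 active = inhibition at least 30% at 10 µM, raw YFP signal under a set limit, fluorescence ratio 0.5 to 1.5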;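 note: 0% = enzyme with DMSO and 100% = no enzyme wells; some results filed as inactive read as strong as hits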
# Target sequence (Q9P0U3 419-644 limits assumed): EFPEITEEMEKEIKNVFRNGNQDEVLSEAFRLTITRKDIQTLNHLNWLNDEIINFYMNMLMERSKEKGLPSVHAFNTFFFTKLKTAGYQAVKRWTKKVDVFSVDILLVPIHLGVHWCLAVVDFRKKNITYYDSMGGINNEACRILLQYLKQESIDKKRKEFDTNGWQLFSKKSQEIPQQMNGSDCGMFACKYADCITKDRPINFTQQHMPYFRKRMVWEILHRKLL
#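 Material: hSENP1 catalytic domain, recombinant; medium: Tris pH 8 with BME, BSA, NP40 and catalase; compound: single concentration of 10 µM compound, 0.5% DMSO final; technique: FRET read of cyan and yellow fluorescence; timing: 50 min enzyme reaction, room temperature, light-protected; reagent: SFCypet-SUMO1-SFYpet substrate at 25 nM; control set: no-enzyme low, enzyme-DMSO high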
# SENP8 block-1: SENP8 protease inhibition; 330,000 tested, 1.2% active; Q96LD8; inhibition, % at 10 µM; AID 2540; purified SENP8, Z-RLRGG-aminoluciferin cleavage, luminescence; in the data active = inhibition above about 50%
# SENP7 inh: SENP7 protease inhibition. 330,000 tested, 1.5% active. recombinant SENP7, Z-RLRGG-aminoluciferin luminescence, 40 min. inhibition, % at 5 µM. AID 434973;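 active = inhibition above about 50% at the single test dose, limit read from the data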;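 note: plate controls were DMSO with enzyme for no effect and no enzyme buffer wells for full effect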
# HKDC1 inhibitor: blocks human hexokinase HKDC1 activity; Q2TB90; recombinant HKDC1, G6PDH/diaphorase resazurin coupled fluorescence; inhibition, % at 20 µM; 340,000 tested, 0.16% active; AID 493160;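 active = inhibition above about 35% when tested at 20 µM, limit read from the data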;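 note: plate controls were DMSO wells with enzyme for no effect and DMSO wells lacking enzyme for full effect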
# Target sequence (Q2TB90 whole entry, looked up): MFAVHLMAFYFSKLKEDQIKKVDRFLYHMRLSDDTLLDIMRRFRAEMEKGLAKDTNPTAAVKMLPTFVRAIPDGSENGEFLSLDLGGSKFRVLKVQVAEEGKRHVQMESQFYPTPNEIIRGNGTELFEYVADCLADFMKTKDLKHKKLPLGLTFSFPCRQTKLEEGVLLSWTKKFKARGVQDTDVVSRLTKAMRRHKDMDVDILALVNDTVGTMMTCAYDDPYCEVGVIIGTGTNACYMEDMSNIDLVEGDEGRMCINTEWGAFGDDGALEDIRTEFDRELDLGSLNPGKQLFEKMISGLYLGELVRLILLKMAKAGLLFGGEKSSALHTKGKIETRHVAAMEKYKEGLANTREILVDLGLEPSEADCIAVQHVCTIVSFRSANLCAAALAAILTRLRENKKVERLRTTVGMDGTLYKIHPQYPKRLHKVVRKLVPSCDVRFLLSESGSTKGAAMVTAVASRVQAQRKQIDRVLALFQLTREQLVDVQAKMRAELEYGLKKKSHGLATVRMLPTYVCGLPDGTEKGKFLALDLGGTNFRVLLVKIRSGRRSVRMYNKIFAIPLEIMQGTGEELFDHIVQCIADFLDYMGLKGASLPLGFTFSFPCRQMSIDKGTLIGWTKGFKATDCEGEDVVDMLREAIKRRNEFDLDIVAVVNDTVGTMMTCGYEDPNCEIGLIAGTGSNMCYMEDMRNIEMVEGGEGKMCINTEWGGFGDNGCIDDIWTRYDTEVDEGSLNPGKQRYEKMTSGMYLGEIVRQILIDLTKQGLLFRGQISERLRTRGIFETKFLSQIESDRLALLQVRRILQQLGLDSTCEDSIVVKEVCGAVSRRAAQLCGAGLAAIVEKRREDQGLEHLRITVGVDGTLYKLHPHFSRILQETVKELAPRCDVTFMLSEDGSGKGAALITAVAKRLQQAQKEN
#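 Test system: Recombinant HKDC1 (HK5) hexokinase enzyme, produced in-house | Input: HKDC1 at 5 µg/mL | Buffer or medium: Tris pH 8.0 buffer with MgCl2, Tween-20, BSA, BME | Schedule: 90 min reaction incubation at room temperature, dark | Technique: Resazurin-to-resorufin fluorescence via G6PDH and diaphorase coupling, 525/613 nm | Controls: DMSO wells with and without enzyme mix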
# SENP8 block-2: inhibitors of human SENP8 protease | Q96LD8 | recombinant SENP8, Nedd8 substrate fluorescence | inhibition, % at 20 µM | 360,000 tested, 0.64% active | AID 602440; in the data active = inhibition mostly above about 40%, no sharp cut-off; inactive = mostly below about 27%
# PfGluPho inh: PfG6PD (Plasmodium falciparum) enzyme inhibition | 350,000 tested, 0.78% active | PfGluPho enzyme, NADPH resazurin-diaphorase fluorescence | inhibition, % at 20 µM;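 active = inhibition reaching at least a set limit at 20 µM in the primary screen, cut at about 59% in these data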;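 note: 0% = DMSO wells with substrate and 100% = DMSO wells lacking glucose-6-phosphate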
# Apaf-1 inh: inhibitors of human Apaf-1 apoptosome; O14727; reconstituted apoptosome caspase-3 activity, DEVD-Rh110 fluorescence; inhibition, % at 20 µM; 330,000 tested, 0.71% active; AID 489030; active = inhibition of at least 40% at 20 µM;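 note: plate controls were DMSO wells for no effect and DEVD-CHO caspase inhibitor wells for full effect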
#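 Assay system: Apoptosome proteins | Medium: pH 7.5 Hepes buffer with CHAPS, BSA, DTT | Also added: Cytochrome c and DEVD-Rh110 substrate | Times: 30 min plus 50 min, RT | Detection: Rhodamine 110 fluorescence at Ex 480/Em 540 nm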
# The depositor's hits bear a star; . = not tested or not shown.
SMILES,SENP6 block,NLRP3 yeast inh,SENP1 inh,SENP8 block-1,SENP7 inh,HKDC1 inhibitor,SENP8 block-2,PfGluPho inh,Apaf-1 inh
O=C(NCc1ccc(F)cc1)C1CC(=O)N(Cc2ccco2)C1 (stereo not drawn),15,3,-7,-10,-8,-4,6,4,2
CC(C)COc1cccc(C(=O)Nc2ccc(CN3CCOCC3)cc2)c1,9,6,0,-7,4,0,3,-5,12
Cc1onc(-c2c(Cl)cccc2Cl)c1C(=O)N1CCN(c2ccccc2)CC1,-2,13,-1,-6,-10,-5,22,-21,-7
OC1=C(O)c2nc3ccccc3nc21,2,6,-1,9,4,-19,15,-7,-18
CN(CCCC1CCCC1)C(=O)CCc1nnc(-c2ccccc2)o1,7,0,2,3,7,-10,0,8,15
Cc1cccc(OC(C)C(=O)N2CCCc3ccccc32)c1 (stereo not drawn),-4,3,-2,-10,-3,13,26,-8,-3
COc1ccc(OC)c(CNC(=O)C2CCCN(C(=O)N(C)C)C2)c1 (stereo not drawn),-12,4,0,5,6,-8,1,-19,-14
Cc1c(NC(=O)C(C)Oc2ncnc3ccccc23)c(=O)n(-c2ccccc2)n1C (stereo not drawn),-10,-13,2,6,5,-2,28,5,-4
CC1CC2C3CCC4=CC(=O)C=CC4(C)C3(F)C(O)CC2(C)C1(O)C(=O)CO (stereo not drawn),27,-3,0,0,-10,-6,14,-6,-8
N/C(=N\OC(=O)Cc1ccc([N+](=O)[O-])cc1)c1ccc([N+](=O)[O-])cc1,7,19,5,13,3,4,21,-9,4
CC1CC(C(=O)Nc2ccccc2)C(=O)O1 (stereo not drawn),-4,-3,1,6,10,-2,18,3,-19
CCCn1c2ccc(C)cc2c2nnc(SCCN3CCCCC3)nc21,2,9,-1,-10,-2,0,37,20,7
COc1nc(N(CC(N)=O)S(=O)(=O)c2ccccc2)nc(C)c1Cl,5,12,0,4,2,1,24,6,-4
CCCc1ccc2oc(C(=O)N(C)Cc3ccn[nH]3)c(C)c2c1,38,30,1,-4,-1,-3,12,6,3
Cc1ccc(NC(=O)CC2S/C(=N/c3nccs3)N(C)C2=O)c(C)c1 (stereo not drawn),-5,-12,1,0,0,-4,8,-6,-1
CC(C)(C)OC(=O)N1Cc2[nH]c3ccccc3c2C[C@@H]1C(=O)O,-4,21,-4,6,-6,-1,4,2,-12
CC(Oc1ccccc1)C(=O)NC1CCCCCCC1 (stereo not drawn),-5,27,-1,1,-1,2,6,-3,0
N#Cc1c(NC(=O)CSc2nc3ccccc3c(=O)n2Cc2ccco2)sc2c1CCCC2,-6,-1,0,2,0,1,18,10,16
COC(=O)c1cn(NC(=O)c2ccccc2[N+](=O)[O-])c(=O)c2ccccc12,20,10,3,7,-3,1,11,-17,-11
Cc1cc(NC(=O)c2ccc(N3C(=O)C4C5C=CC(C5)C4C3=O)cc2)no1 (stereo not drawn),5,18,1,-6,-5,-10,14,16,-4
Cc1c(NC(=O)CN2c3ccccc3CC2C)c(=O)n(-c2ccccc2)n1C (stereo not drawn),-4,-6,-1,8,7,-16,13,-29,-9
CCOc1cc(C(=O)CCC(=O)OCC(=O)N2c3ccccc3NC(=O)C2(C)C)ccc1O,3,-7,0,4,-2,3,6,-4,-1
CCOc1ccc(NC(=O)c2csc3c2CCCC3)cc1,25,52*,5,16,45,-7,8,26,6
COc1cc(/C=C2\SC(=O)N(c3ccc(O)cc3)C2=O)cc(OC)c1OC,-20,5,0,-13,0,1,-121,-19,-1
O=[N+]([O-])c1ccccc1S(=O)(=O)N1CCCCC1,.,.,-2,.,.,-9,11,-1,.

# The results go on.
SMILES,SENP6 block,NLRP3 yeast inh,SENP1 inh,SENP8 block-1,SENP7 inh,HKDC1 inhibitor,SENP8 block-2,PfGluPho inh,Apaf-1 inh
Cc1ccc2c(c1)cc1c(=O)n(CC(=O)N(C)c3ccccc3)nc(C)n12,11,10,-1,-7,-3,-6,-112,-3,-3
CCc1ccc(C(=O)CCC(=O)Nc2cccc(S(=O)(=O)N3CCCCC3)c2)cc1,-7,10,0,-11,-9,-2,7,7,16
CCS(=O)(=O)c1nc(S(=O)(=O)c2ccc(C)cc2)c(NCc2ccccn2)s1,-1,7,-1,-4,0,-6,1,-1,5
CCCn1c(=N)c(S(=O)(=O)c2ccccc2)cc2c(=O)n3cccc(C)c3nc21,-15,25,-21,-4,-1,-3,-149,-5,22
CC(C)CCN1C(Nc2ccccc2)=NC[C@@H]1Cc1ccccc1,-10,15,0,9,-10,-4,12,5,-2
CN(C)CCOc1ccc(/C(=C(/CCCl)c2ccccc2)c2ccccc2)cc1,7,8,-2,-13,-7,8,14,-32,10
COc1ccc(F)c(-c2nc(CN3CCN(C(=O)c4ccco4)CC3)c(C)o2)c1,-8,12,-4,10,-6,-3,-18,14,-8
CCO[C@@H]1OC(C(=O)N2CCCCCCC2)=C[C@H](c2ccc(C(F)(F)F)cc2)[C@H]1CCCO,-9,9,1,2,-1,2,8,1,19
COc1ccc(/C=N/NC(=O)C(=O)N2CCCCCC2)cc1,-9,9,0,1,0,-6,6,-15,9
CC(C)CN(C(=O)CC1CCCC1)c1c(N)n(Cc2ccccc2)c(=O)[nH]c1=O,3,21,-4,-10,-3,-3,-2,-8,-1
O=C(CCC(=O)N1CCN(S(=O)(=O)c2ccccc2)CC1)c1cccs1,-3,14,3,-9,-13,-4,-4,-4,8
CCN1CCN(C(=O)CN2C(=O)COc3ccc(S(=O)(=O)N4CCOCC4)cc32)CC1,-6,5,2,-2,6,-6,9,-8,-12
Cn1c(=O)c2ncn(CC(=O)Nc3cc(C(F)(F)F)ccc3N3CCOCC3)c2n(C)c1=O,-10,-9,1,-1,-12,-8,5,0,-13
CCOC(=O)c1[nH]c2ccccc2c1NC(=O)NC1CCCCC1,1,8,1,-2,-6,-8,-493,-14,0
O=C(O)CC(CC(=O)Nc1ccccc1C(=O)O)c1ccccc1 (stereo not drawn),-18,-13,4,-2,-4,-8,-4,7,-7
Cc1ccc2cc(C)c(N3CCC(C)CC3)nc2c1,-2,18,-1,1,3,-3,-232,16,7
COc1cccc(CNCCN2CCOCC2)c1OC,0,5,0,7,14,-3,14,2,-7
O=C(CSc1n[nH]c(-c2ccccc2O)n1)N1CCCc2ccccc21,-26,-9,-2,-9,2,-3,-9,-8,20
CCCC(=O)NC(c1ccc(C)cc1)c1ccc2cccnc2c1O (stereo not drawn),8,17,1,-10,8,-30,7,4,-1
COc1ccc(CCNC(=O)C(=O)N/N=C/c2cccs2)cc1OC,-14,19,1,2,2,-10,7,15,-2
Nc1nc(SCC(=O)Nc2ccc(OCc3ccccc3)cc2)n[nH]1,1,-8,-2,-16,-11,-1,12,3,-4
CCCN1CCc2c(sc3nc(SCC)n(-c4ccccc4)c(=O)c23)C1,11,46,-22,4,5,0,-269,4,14
CCCN(CC(=O)Nc1ccccc1OC)C(=O)c1cc(S(=O)(=O)NCc2ccccc2)ccc1C,3,3,2,-1,6,-8,9,-2,62*
O=C(N/N=C/c1ccccc1OC(F)F)c1cc(-c2ccncc2)nc2ccccc12,0,11,2,1,11,-7,3,-2,14
COc1ccc(N=Cc2nc(-c3ccccc3)oc2OC(=O)c2ccccc2)cc1,54*,25,-36,11,56*,0,4,27,1

# More entries
SMILES,SENP6 block,NLRP3 yeast inh,SENP1 inh,SENP8 block-1,SENP7 inh,HKDC1 inhibitor,SENP8 block-2,PfGluPho inh,Apaf-1 inh
CN(C(=O)CS(=O)(=O)c1cn(CC(=O)N2CCOCC2)c2ccccc12)c1ccccc1,3,7,0,-8,4,3,-7,-5,4
Cc1cccc(-n2c(C)cc(/C=N/NC(=O)c3cccc([N+](=O)[O-])c3C)c2C)c1,-14,-3,3,0,-1,-2,34,15,19
Cc1ccc(SC[C@H](Cc2ccccc2)N2CC[C@@H](C)CCC2=O)cc1,0,5,1,-8,-1,-1,18,9,24
Cc1ccc(C(=O)NC(=S)Nc2cc(C(F)(F)F)ccc2Cl)cc1,-25,5,4,-5,-17,-4,13,-15,-3
O=C(Nc1csc(Cl)c1)c1ccccc1,28,80*,4,5,38,-5,25,25,8
CC1(C)OC(=O)N(CC(=O)Nc2ccccc2)C1(C)O (stereo not drawn),-14,18,1,-2,-10,-4,19,0,-8
CCOC(=O)c1cn(CC#N)c2cc(F)c(F)cc2c1=O,-7,10,0,1,-1,-1,4,-19,-5
COc1cc(C(=O)O)c2ccccc2n1,-23,-4,-1,-13,-7,-12,8,3,8
CCN1CCN(S(=O)(=O)c2ccc(Cl)c(C(=O)N(C)Cc3cccc(Cl)c3Cl)c2)CC1,-11,15,0,-1,-3,-2,17,3,43*
COc1ccc(S(N)(=O)=O)cc1C(=O)NNC(=O)CN(C)S(=O)(=O)c1ccc(Cl)cc1,0,8,1,10,-1,-4,3,-8,0
CCCCN(CCCC)S(=O)(=O)c1ccc2[nH]c(=O)[nH]c2c1,0,11,0,-11,-4,-5,11,-10,9
CCOC(=O)c1[nH]ncc1CN1CCCC(C(=O)c2ccc(OC)cc2C)C1 (stereo not drawn),3,18,2,1,3,-9,23,8,8
O=C(NC1CCCCC1NC(=O)c1ccco1)c1ccco1 (stereo not drawn),5,-15,2,-4,-7,-6,10,-8,-2
O=c1[nH]c(CSc2ncnc3sccc23)nc2ccccc12,-18,11,-8,-14,-6,-1,3,16,-7
CC[C@@H](C)[C@@H](C(=O)N1CCN(C(=O)OC(C)(C)C)CC1)n1cc(CCCN=C(NC(=O)OC(C)(C)C)NC(=O)OC(C)(C)C)nn1,1,13,0,-1,-3,3,11,18,13
CC(C)NC(=S)N/N=C1\CCCCc2ccccc21,8,-11,2,-2,-13,-8,-1,2,14
CCCCSc1n[nH]c(=S)c2nc[nH]c12,.,.,3,.,.,0,16,19,.
CCCCN1C(=O)NC(NC(=O)c2ccco2)(C(F)(F)F)C1=O (stereo not drawn),-10,2,0,-19,-2,-5,14,5,10
CC(=O)c1sc(-c2ccccc2)nc1C,-10,7,0,-4,2,3,15,-18,-4
COc1ccc(C(=O)NCc2c(CC(C)C)oc(C)c2C(=O)O)cc1,-10,23,1,-10,-6,-4,19,-11,10
COC(=O)c1sc(NC(=O)c2ccc3c(c2)OCO3)c(C#N)c1C,.,.,1,.,.,-3,8,15,.
O=C(O)CCCNS(=O)(=O)Cc1ccccc1,-8,-8,0,-3,5,-9,9,6,-13

# Another view of some results above:
Compound: CCOC(=O)c1cn(CC#N)c2cc(F)c(F)cc2c1=O
  SENP6 block: -7; NLRP3 yeast inh: 10; SENP1 inh: 0; SENP8 block-1: 1; SENP7 inh: -1; HKDC1 inhibitor: -1; SENP8 block-2: 4; PfGluPho inh: -19; Apaf-1 inh: -5

Compound: CCCCN1C(=O)NC(NC(=O)c2ccco2)(C(F)(F)F)C1=O (stereo not drawn)
  SENP6 block: -10; NLRP3 yeast inh: 2; SENP1 inh: 0; SENP8 block-1: -19; SENP7 inh: -2; HKDC1 inhibitor: -5; SENP8 block-2: 14; PfGluPho inh: 5; Apaf-1 inh: 10

Compound: O=C(Nc1csc(Cl)c1)c1ccccc1
  SENP6 block: 28; NLRP3 yeast inh: 80*; SENP1 inh: 4; SENP8 block-1: 5; SENP7 inh: 38; HKDC1 inhibitor: -5; SENP8 block-2: 25; PfGluPho inh: 25; Apaf-1 inh: 8

# High-throughput results: PubChem BioAssay, Sanford-Burnham Center for Chemical Genomics
